Salmonella PhoP GFP = PhoP regulon inhibitors, Salmonella typhi PhoP promoter GFP reporter, confirmatory (AID 1850). Salmonella Typhi PhoP-promoter GFP reporter, fluorescence, 4 h; higher % means a stronger effect. inhibition, % at 50 µM, or IC50 in µM where a hit was titrated. hit rate 0.33% among 310,000; in the data active = a potency from the dose series; inconclusive = inhibition mostly from about 25% at the one dose, without a potency; inactive = the rest, 99 in 100 with inhibition below about 19%;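 also: 0% = induced wells with vehicle and 100% = uninduced wells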
tuberculosis growth = growth inhibition of non-replicating M. tuberculosis (AID 488890); one-dose inhibition, % at 25 µM; IC50 in µM for titrated hits; Mycobacterium tuberculosis non-replicating, growth inhibition; higher % means a stronger effect; hit rate 0.39% among 320,000; in the data active = a potency from the dose series; inconclusive = inhibition mostly from about 82% at the one dose, without a potency; inactive = the rest, 99 in 100 with inhibition below about 76%;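 also: plate controls were DMSO cells for no effect and high antibiotic wells for full effect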
inhibitors of VEEV = inhibitors of VEEV TC-83 cytopathic effect, confirmation, Vero cells (AID 588727); Vero cells, VEEV TC-83 cytopathic effect inhibition; higher % means a stronger effect; inhibition, % at 20 µM; hits with a dose series show IC50 in µM; hit rate 0.13% among 350,000; in the data active = a potency from the dose series; inconclusive = inhibition mostly from about 14% at the one dose, without a potency; inactive = the rest, 99 in 100 with inhibition below about 12%; also: strong numbers were not always called active
H37Rv inhibition = M. tuberculosis growth inhibition, HTS (AID 449762); M. tuberculosis H37Rv growth inhibition, 7H9 media; higher % means a stronger effect; one-dose inhibition, % at 25 µM; IC50 in µM for titrated hits; hit rate 0.59% among 330,000; in the data active = a potency from the dose series; inconclusive = inhibition above about 70% without an active follow-up result;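 also: bacterial growth assessed after seven days of incubation; strong numbers were not always called active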
influenza NS1A = H1N1 influenza NS1A inhibitors, functional cell based assay (AID 504329) | NS1A functional cell-based assay, percent inhibition; higher % means a stronger effect | one-dose inhibition, % at 12.5 µM; IC50 in µM for titrated hits | hit rate 0.3% among 340,000; in the data active = a potency from the dose series; inconclusive = inhibition above about 27% without an active follow-up result; also: strong numbers were not always called active
inhibitors of VEEV 10K pilot screen = second read-out of inhibitors of VEEV, no call of its own (marks repeat the call); inhibition, %; measured here: 10K pilot screen inhibition
An asterisk follows results filed as active; i = inactive; ? = inconclusive; . = no result given.

SMILES	Salmonella PhoP GFP	tuberculosis growth	inhibitors of VEEV	H37Rv inhibition	influenza NS1A	others
CCN(CC)c1ccc(/C=N/NC(=O)c2c[nH]c3ccccc23)cc1	-5%	74%	12%	2%	-7%
Cc1cc(C)n(CC(=O)N2CCCC(N3CCN(Cc4ccc5c(c4)OCO5)CC3)C2)n1 (stereo unspecified)	-4%	-16%	0.8%	-6%	-8%
O=C(N/N=C/c1ccccn1)c1ccc(N/N=C/c2ccccn2)cc1	-1%	65%	i	11%	1%
COc1cccc(C(=O)NN2c3ccccc3CCc3ccccc32)c1	-9%	-5%	i	-4%	31%
CCOc1ccc2nc(NC(NC(=O)CC)(C(=O)OC)C(F)(F)F)sc2c1 (stereo unspecified)	-3%	12%	i	-2%	4%
CN1C(=O)Cc2cc(S(=O)(=O)Nc3ccc(Cl)cc3)ccc21	-2%	13%	2.1%	8%	3%
COc1cc(OC)c(NC(=O)CCc2nc(-c3cccs3)no2)cc1Cl	3%	9%	9.1%	-1%	2%
CCN(CC(=O)NCc1ccc(F)cc1)C(=O)Cc1ccc(OC)cc1	4%	16%	0.9%	6%	-2%
CCOCc1c(C(=O)OCC(=O)Nc2ccccc2C(N)=O)oc2ccccc12	.	-9%	i	-5%	-2%
Cc1ccc(N(CC(=O)N2CCCCCC2)S(C)(=O)=O)cc1Cl	-7%	11%	1.1%	-4%	2%
Cc1cccc(NC(=S)Nc2ccc3cn[nH]c3c2)c1	-4%	65%	1.0%	8%	7%
COc1ccc(/C(O)=C2/C(=O)C(=O)N(CCN(C)C)C2c2ccc(OC)c(OC)c2)c(C)c1 (stereo unspecified)	2%	9%	i	-10%	12%
COc1cc(/C=C2\SC(=S)N(N(C)c3ccccc3)C2=O)ccc1O	3%	7%	1.2%	-5%	-1%
Cc1ccc(N2CCN(S(=O)(=O)c3ccc4c(c3)oc(=O)n4C)CC2C)cc1 (stereo unspecified)	-11%	22%	i	5%	3%
Cc1ccc(N2C(=O)CC(c3ccsc3)C3=C2CC(C)(C)CC3=O)cc1 (stereo unspecified)	4%	-10%	1.4%	0%	3%
O=C(C1CCC1)N1CCN(S(=O)(=O)c2ccccc2)CC1	-7%	-10%	i	-3%	0%
CCCCn1c(N)c(N(CCC)C(=O)C2CCCC2)c(=O)[nH]c1=O	.	-4%	0.6%	1%	-15%
CC1(C)CC(CC(=O)Nc2nccs2)(c2ccccc2)CCO1 (stereo unspecified)	-4%	-14%	7.4%	3%	-8%	inhibitors of VEEV 10K pilot screen=8.1
CCCCSc1nnc(-c2ccccc2N)c(=O)[nH]1	15%	35%	1.4%	-2%	-4%
CC(NCC(=O)NC(=O)NCCC1=CCCCC1)c1ccc(S(N)(=O)=O)cc1 (stereo unspecified)	.	.	1.8%	.	7%
Clc1ccc(C2CC(c3cccs3)n3ncnc3N2)cc1 (stereo unspecified)	-21%	73%	4.3%	?	.
O=C1CN(S(=O)(=O)c2cccc(C(=O)O)c2)c2ccccc2N1	-10%	-14%	0.4%	0%	9%
N#C/C=C(/N)N1CCN(c2ccc(Cl)c(Cl)c2)CC1	0%	42%	4.0%	?	10%
C[C@@H]1CN([C@H](C)CO)C(=O)c2cc(NC(=O)Nc3ccc(C(F)(F)F)cc3)ccc2O[C@H]1CN(C)S(=O)(=O)c1ccccc1	.	51%	0.5%	?	4%	inhibitors of VEEV 10K pilot screen=1.2
CN(C)C(=O)Oc1cccc(-c2cn3cc(Cl)ccc3n2)c1	-9%	25%	0.8%	5%	18%
N#Cc1cccc(C(=O)Nc2cc(S(=O)(=O)N3CCOCC3)ccc2N2CCCC2)c1	.	6%	4.0%	1%	-10%
Cc1ccc(S(=O)(=O)NCC(=O)OCc2cc(=O)oc3c(C)c(C)ccc23)cc1C	.	-4%	2.4%	3%	-5%
NC(N)=NC(N)=Nc1cccc(Cl)c1	-17%	1%	1.2%	0%	-6%
CCn1c(-c2nonc2NC(=O)c2ccccc2)nc2ccccc21	-6%	.	i	4%	-10%
CCOC(=O)C1CCCN(C(=O)c2cc(S(=O)(=O)N3CCCCC3)ccc2C)C1 (stereo unspecified)	-6%	-4%	0.2%	-11%	-7%
CC(C)CNS(=O)(=O)c1ccc(CCC(=O)N2CCN(Cc3ccccc3)CC2)cc1	-2%	8%	2.2%	2%	-2%
C/C(=N\NS(=O)(=O)c1ccccc1)c1cccc(NC(=O)c2cccc(Cl)c2)c1	-7%	4%	2.6%	3%	-9%
COc1ccc(C(=O)NC(=S)NCc2cccnc2)cc1OC	-3%	16%	4.2%	0%	-5%
CCOc1ccc(N=C2NC(=O)SC2CC(=O)OC)cc1 (stereo unspecified)	3%	-2%	i	14%	-3%
COC(=O)c1sccc1NC(=O)c1ccoc1C	-10%	22%	0.8%	3%	-2%
O=[N+]([O-])c1ccc(N2CCNCC2)cc1NCC1CCCO1 (stereo unspecified)	22%	28%	i	1%	-7%
COC(=O)c1sc(NC(=O)c2ccncc2)nc1C	12%	-12%	0.8%	0%	-5%
CC1(c2ccccc2)C(C#N)C(=O)NC(=O)C1C#N (stereo unspecified)	.	.	0.2%	.	14%
CN(C)C(=O)CSc1nnc(Cc2ccc([N+](=O)[O-])cc2)o1	24%	37%	0.7%	3%	-9%
CCOc1ccc(NS(=O)(=O)c2ccc(OCC(=O)NCc3ccncc3)cc2)cc1	-8%	-12%	1.2%	-26%	-8%

Brought forward from above: two entries; new compounds follow.
SMILES	Salmonella PhoP GFP	tuberculosis growth	inhibitors of VEEV	H37Rv inhibition	influenza NS1A	others
CN(C)C(=O)CSc1nnc(Cc2ccc([N+](=O)[O-])cc2)o1	24%	37%	0.7%	3%	-9%
CCOc1ccc(NS(=O)(=O)c2ccc(OCC(=O)NCc3ccncc3)cc2)cc1	-8%	-12%	1.2%	-26%	-8%
CCC(Oc1ccccc1)C(=O)Nc1ccc(S(=O)(=O)Nc2cnc3ccccc3n2)cc1 (stereo unspecified)	1%	-5%	2.0%	2%	-26%
Cc1cc(NC(=O)c2oc3ccccc3c2C)ccc1-n1cnnn1	-1%	24%	1.7%	14%	1%
CSc1ccccc1C(=O)N1CCN(S(=O)(=O)c2sc(C(=O)O)c(C)c2C(=O)O)CC1	.	-6%	5.3%	-6%	-5%
COc1cc(/C=C2\CCCc3c2nc2ccccc2c3C(=O)O)cc([N+](=O)[O-])c1O	15%	8%	1.8%	17%	10%
Cn1c(-c2c(N)n(CCc3ccccc3)c3nc4ccccc4nc23)nc2ccccc21	-22%	?	i	7.6µM*	-17%
COc1ccc(CC2c3cc(OC)c(OC)cc3CCN2C)cc1O (stereo unspecified)	1%	-4%	0.2%	2%	-4%
COC(=O)CN1C(=O)COc2ccc(S(=O)(=O)N3CCCCCC3)cc21	0%	45%	i	0%	7%
C/C(=N/N=C1/NC(=O)CC(C(=O)Nc2ccccc2)S1)c1cccs1 (stereo unspecified)	8%	-3%	2.3%	6%	-11%
O=C1CSC(c2cccc(F)c2)N1c1c(F)cccc1F (stereo unspecified)	-2%	6%	i	7%	-2%
Cc1ccc(C)n1-c1sccc1C(=O)O	.	.	11%	.	13%
CCOC(=O)N1CCC(Nc2c(N3CCN(c4cccc(C(F)(F)F)c4)CC3)c(=O)c2=O)CC1	0%	12%	0.9%	24%	-2%
COc1cc(C(=C(CC(=O)O)C(=O)O)c2ccc3c(c2)OCO3)cc(OC)c1OC	.	.	0.2%	.	-2%
COCc1cc(C)nc2sc(C(=O)OC(C)C)c(N)c12	-7%	12%	2.0%	0%	-18%
O=C(c1ccc(N2CC3CC(C2)c2cccc(=O)n2C3)c([N+](=O)[O-])c1)N1CCCC1 (stereo unspecified)	4%	.	0.3%	6%	-3%
COC(=O)c1[nH]c2cc(OC)ccc2c1NC(=O)c1ccc2c(c1)OCO2	-9%	10%	2.6%	13%	0%
C=CCOc1ccc(C2NC(=S)NC(c3ccccc3)=C2C(C)=O)cc1OC (stereo unspecified)	5%	29%	3.4%	1%	2%
Cc1ccc(C(=O)O)c(C(=O)Nc2nc(C)cs2)c1	-4%	9%	3.5%	-17%	4%
CN(C)c1cccc2c(C=C(C#N)C#N)ccc(N(C)C)c12	-5%	35%	3.6%	-2%	23µM*
CCc1nc2ccccc2c(=O)n1NC(=O)c1c(O)c2ccccc2[nH]c1=O	-17%	44%	2.8%	0%	4%
CCCC(=O)Nc1sc(C)c(-c2ccc(C(C)CC)cc2)c1C#N (stereo unspecified)	5%	.	i	.	-5%

Six records picked at random from the list so far, as already listed:
SMILES	Salmonella PhoP GFP	tuberculosis growth	inhibitors of VEEV	H37Rv inhibition	influenza NS1A	others
Cc1ccc(S(=O)(=O)NCC(=O)OCc2cc(=O)oc3c(C)c(C)ccc23)cc1C	.	-4%	2.4%	3%	-5%
CN1C(=O)Cc2cc(S(=O)(=O)Nc3ccc(Cl)cc3)ccc21	-2%	13%	2.1%	8%	3%
COc1cc(OC)c(NC(=O)CCc2nc(-c3cccs3)no2)cc1Cl	3%	9%	9.1%	-1%	2%
CCOc1ccc(N=C2NC(=O)SC2CC(=O)OC)cc1 (stereo unspecified)	3%	-2%	i	14%	-3%
CCOc1ccc(NS(=O)(=O)c2ccc(OCC(=O)NCc3ccncc3)cc2)cc1	-8%	-12%	1.2%	-26%	-8%
Cc1cc(C)n(CC(=O)N2CCCC(N3CCN(Cc4ccc5c(c4)OCO5)CC3)C2)n1 (stereo unspecified)	-4%	-16%	0.8%	-6%	-8%

More compounds follow:
SMILES	Salmonella PhoP GFP	tuberculosis growth	inhibitors of VEEV	H37Rv inhibition	influenza NS1A	others
COc1ccc(CNC(=O)c2cc(=O)c3cc(C)c(C)cc3o2)cc1	8%	-11%	i	-1%	1%
COc1cc(NS(=O)(=O)c2ccc(NC(=S)NC(=O)c3ccc(Br)cc3)cc2)ncn1	11%	28%	1.5%	6%	-7%
CC(=O)Nc1ccc(S(=O)(=O)N(C)CC(=O)OCC(=O)N2CC(C)OC(C)C2)cc1 (stereo unspecified)	-2%	8%	2.1%	9%	7%
C=CC[C@@H](CC(=O)N(CCO)Cc1ccccc1)C(=O)N[C@H](COC(=O)[C@H](CC=C)CC(=O)OC(C)(C)C)Cc1c[nH]c2ccccc12	.	52%	4.4%	5%	-1%
O=C(CCNC(=O)c1ccccc1Cl)Nc1ccc2c(c1)OCO2	-13%	7%	i	-2%	2%
COc1ccccc1CC(=O)Nc1cccc2c1CCCC2	0%	-1%	0.9%	4%	11%
CC(=O)OC1(c2ccc(C)cc2)CN2CCC1c1ccccc12 (stereo unspecified)	-24%	6%	i	-2%	0%
COc1ccc(Cl)cc1NC(=O)CN(C)S(=O)(=O)c1cccs1	-5%	22%	1.1%	-6%	9%
Cc1ccc(NC(=O)CSc2nnnn2C2CCCC2)cc1S(=O)(=O)N1CCOCC1	.	1%	3.2%	-6%	-5%
O=C(CN1C(=O)CSc2ccc(S(=O)(=O)N3CCOCC3)cc21)NCc1ccc(F)cc1	-3%	3%	0.6%	-1%	-11%
COCc1nn2c(N)c(C#N)cnc2c1-c1ccccc1	-9%	-4%	i	-2%	-1%
CN1CCN(CCCN2c3ccccc3Sc3ccc(Cl)cc32)CC1	35µM*	?	7.5%	?	18%
O=C1C(Br)=Cc2cccc3cccc1c23	-30%	?	1.9%	<0.2µM*	9%
CCn1cnc2c([N+](=O)[O-])c(NS(=O)(=O)c3ccc(C)cc3)ccc21	-4%	2%	2.4%	-4%	-4%
CCN(c1ccccc1)S(=O)(=O)c1ccc(C(C(=O)OC)C(=O)OC)c([N+](=O)[O-])c1	2%	14%	1.3%	-7%	2%
CC(C)OCCCNc1ccc(N2C(=O)CCCC2=O)cc1[N+](=O)[O-]	2%	-9%	i	12%	-7%
CCCCc1nnc(NC(=O)c2oc3ccccc3c2C)s1	-3%	22%	0.9%	3%	-11%
COc1ccccc1C=NN=Cc1ccccc1O	.	.	4.5%	.	-6%
CCOc1ccccc1-n1nnnc1SC(C)C(=O)OC (stereo unspecified)	-1%	6%	1.0%	-3%	-3%
CC(Oc1ccccc1)C(=O)Nc1ccc(C(N)=O)cc1 (stereo unspecified)	-10%	4%	i	-10%	3%
CCN(CC)c1ccc2cc(-c3nc(-c4cc5ccccc5oc4=O)cs3)c(=O)oc2c1	.	.	3.2%	.	1%
CCC1=Nc2cc(C(=O)NCCCOC(C)C)ccc2Sc2ccccc21	-5%	12%	?	0%	4%
CN(CC(=O)Nc1cccc(S(=O)(=O)N2CCCC2)c1)CC(=O)Nc1ccc(F)c(F)c1F	.	.	7.4%	.	5%
c1c[nH]c(CN2CCN(Cc3ncc[nH]3)CC2)n1	.	.	0.9%	.	0%
O=C(NCC1CCCO1)Nc1cccc(Cl)c1 (stereo unspecified)	18%	-10%	i	-10%	-5%
COc1cccc(C(=O)N(Cc2ccc3c(c2)OCO3)Cc2nc3ccccc3c(=O)[nH]2)c1	2%	-4%	i	-1%	6%
